# Assay outcomes from PubChem BioAssay.
# mIDH1 inhibitor = blocks human mutant IDH1 R132H enzyme. O75874. IDH1-R132H enzyme, NADPH consumption, diaphorase/resazurin fluorescence. Potency, µM (doses to about 76.6 µM), without a hit: top-dose activity change, negative = inhibition, hits mostly inhibitors. hit rate 0.093% among 390,000. AID 602179; note: potency is the fitted concentration of half-maximal effect; % is set by controls: 0 for no effect and ±100 for the full control effect; nearly all actives have a fitted effect of over 65% in size
#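 IDH1-R132H (0.5 ug/mL) preincubated 30 min with compound, then NADPH (0.016 mM) and alpha-KG (2 mM) added; 80 min at RT, pH 7.5. Remaining NADPH coupled via diaphorase/resazurin to fluorescence (540/590 nm); concentration-response curves normalized to no-enzyme control.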
# PGK inhibitor = inhibitors of T. brucei phosphoglycerate kinase. Potency, µM (doses to about 57.5 µM), inactives show top-dose activity change, negative = inhibition, usual class: inhibitors. P07378. hit rate 0.043% among 380,000. PGK/GAPDH coupled, Kinase-Glo luminescence, 60 min; note: potency is the fitted concentration of half-maximal effect; % is set by controls: 0 for no effect and ±100 for the full control effect; nearly all actives have a fitted effect of over 60% in size
#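 Luminescent ATP detection (Kinase-Glo Plus) follows a 60-minute room-temperature incubation, with wells lacking PGK as controls. Buffer: 100 mM TEA (pH 7.6), 5 mM MgCl2, 0.01% Tween-20. Coupling enzyme GAPDH (100 nM final) supplies unstable 1,3-BPG in-well.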
# GLS inh = blocks human kidney-isoform glutaminase activity. AID 624170. Potency, µM (top dose mostly 45.5 µM), inactives show top-dose activity change, negative = inhibition, most hits filed as inhibitors. GLS enzymatic activity, qHTS titration. hit rate 0.21% among 410,000. O94925; note: potency is the fitted concentration of half-maximal effect; % is set by controls: 0 for no effect and ±100 for the full control effect
#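 Assay buffer: 45 mM KH2PO4 pH 8.2, 0.02% Tween-20. hKGA acts on L-glutamine (1 mM solution added); product glutamate is reported by an oxidase/peroxidase Amplex Red coupling, with fluorescence taken at baseline and 30 min.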
# TrxR1 substrate = substrates of rat thioredoxin reductase 1; purified TrxR1 substrate turnover, NADPH consumption readout; Potency, µM (doses to about 114 µM), for inactives: at the highest dose activity change, negative = substrate turnover; hit rate 0.01% among 390,000; note: potency is the fitted concentration of half-maximal effect; % is set by controls: 0 for no effect and ±100 for the full control effect; nearly all actives have a fitted effect of over 50% in size
#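 Rat TrxR1, dispensed at 90 nM, was prereduced with 400 uM NADPH (final) for 5 min at ~22 deg C, then incubated with compound 15 min before 400 uM selenite. A first-read NADPH fluorescence drop versus no-compound background flagged substrates.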
# PI4K2A block = PI4K2A (human) kinase inhibition | Q9BTU6 | hit rate 0.13% among 420,000 | activity change, negative = inhibition, % at 76.9 µM | purified PI4K2A, ADP-Glo luminescence, 1 h; hits give low values; in the data active = activity change below about -50%; inconclusive = mostly about -30% to -49%;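 note: -100% = wells without enzyme as full effect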
# Target sequence (Q9BTU6 whole entry, looked up): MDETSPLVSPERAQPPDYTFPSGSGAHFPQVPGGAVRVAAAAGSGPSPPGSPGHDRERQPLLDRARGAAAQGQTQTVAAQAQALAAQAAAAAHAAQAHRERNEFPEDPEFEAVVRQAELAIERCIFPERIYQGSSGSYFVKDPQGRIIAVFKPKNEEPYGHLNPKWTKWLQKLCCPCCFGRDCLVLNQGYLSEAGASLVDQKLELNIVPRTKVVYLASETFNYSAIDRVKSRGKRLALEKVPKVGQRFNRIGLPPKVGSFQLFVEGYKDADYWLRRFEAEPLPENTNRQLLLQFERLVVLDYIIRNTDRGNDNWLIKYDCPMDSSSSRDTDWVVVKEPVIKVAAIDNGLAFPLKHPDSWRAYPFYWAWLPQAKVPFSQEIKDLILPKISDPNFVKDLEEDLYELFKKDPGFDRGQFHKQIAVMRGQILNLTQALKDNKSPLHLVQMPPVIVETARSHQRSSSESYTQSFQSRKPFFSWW
#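 Compounds are screened against recombinant PI4K2A using PI as substrate and ATP, the latter dispensed at 300 microM. Reactions run one hour at ambient temperature before ADP-Glo detection; full inhibition defined by wells lacking enzyme.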
# rTrxR1 inhibitor = blocks rat thioredoxin reductase 1; O89049; recombinant rTrxR1, NADPH fluorescence consumption, selenite substrate; Potency, µM (series often up to 114 µM), for inactives: at the highest dose activity change, negative = inhibition, most hits filed as inhibitors; hit rate 1% among 390,000; note: potency is the fitted concentration of half-maximal effect; % is set by controls: 0 for no effect and ±100 for the full control effect; nearly all actives have a fitted effect of over 65% in size
#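 Rat TrxR1 (90 nM in the dispensed reagent) was pre-reduced with 400 uM NADPH for 5 min at room temperature, then incubated with compound for 15 min. After 400 uM selenite was added, NADPH fluorescence (Ex 340/Em 450 nm) was followed for 8 min.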
# Pin1 inhibitor = blocks the human prolyl isomerase Pin1 | Potency, µM (doses to about 115 µM), for the others: top-dose activity, negative = inhibition, usual class: inhibitors | Q13526 | hit rate 0.009% among 390,000 | Pin1 FP peptide displacement, HiFluor488, 10 min; active = well fitted inhibition curve with a large enough effect in the polarisation, with a control signal flat, not every such curve was filed as active; inconclusive = small, poorly fitted or top-dose-only effect, or effect the other way, or a change in a side signal; inactive = no such curve, though single readings can be large or run the other way; the % refers to the polarisation; note: potency is the fitted concentration of half-maximal effect; % is set by controls: 0 for no effect and ±100 for the full control effect
# Target sequence (Q13526 whole entry, looked up): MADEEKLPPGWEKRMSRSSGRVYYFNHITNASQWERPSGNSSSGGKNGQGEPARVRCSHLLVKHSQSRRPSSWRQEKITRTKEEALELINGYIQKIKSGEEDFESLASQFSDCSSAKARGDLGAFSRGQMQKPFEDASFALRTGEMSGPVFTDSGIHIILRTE
# HP1b binding inh = blocks HP1-beta chromodomain binding to methylated histone tails. P83916. AlphaScreen HP1-beta / biotin-H3K9me3 peptide binding. Potency, µM (series often up to 114 µM), inactives show at the highest dose activity change, negative = inhibition, hits mostly inhibitors. hit rate 0.56% among 390,000. AID 540317; note: potency is the fitted concentration of half-maximal effect; nearly all actives have a fitted effect of over 70% in size; inactives centre near 23
# Target sequence (P83916 whole entry, looked up): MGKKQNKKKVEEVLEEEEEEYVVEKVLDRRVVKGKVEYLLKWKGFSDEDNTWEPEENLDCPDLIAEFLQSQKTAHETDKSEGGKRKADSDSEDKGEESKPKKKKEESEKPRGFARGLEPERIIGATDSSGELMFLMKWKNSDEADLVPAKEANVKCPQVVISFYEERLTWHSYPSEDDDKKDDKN
#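 AlphaScreen: HP1-beta (50 nM) preformed 30 min with biotin-H3(1-18)K9me3 peptide (50 nM) in PBS pH 7.4, 0.01% Tween-20. Compound added for 30 min at RT, then streptavidin donor/nickel chelate acceptor beads (10 ug/mL) for 30 min.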
# USP1-UAF1 inh = inhibitors of human USP1/UAF1 deubiquitinase; O94782; recombinant USP1/UAF1, Ub-Rhodamine cleavage fluorescence; Potency, µM (top dose mostly 57.1 µM), without a hit: at the top dose activity change, negative = inhibition, most hits filed as inhibitors; hit rate 0.23% among 390,000; note: potency is the fitted concentration of half-maximal effect; % is set by controls: 0 for no effect and ±100 for the full control effect; nearly all actives have a fitted effect of over 60% in size; inactives centre near -12
#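 Step one: compound is pinned into 1nM USP1/UAF1 in HEPES pH 7.8 buffer with TCEP. Step two: 15 min room-temperature incubation. Step three: Ub-Rho (150nM final) starts cleavage, tracked by fluorescence over six one-minute reads.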
# * hit, by the source's call; i = inactive; ? = inconclusive; · = no result given; & = joins results of further samples; [ ] = another dose, or the depositor's remark. Unless noted, calls come from the whole dose curve; as a rule, active = well fitted curve in the direction sought with a large enough effect; inconclusive = small, poorly fitted or top-dose-only effect, or another doubt; inactive = no such curve, though single readings can be large; an effect the other way counts as inactive or inconclusive. The list is partial; count on the stated rates, not on these rows.
# Values run as follows: mIDH1 inhibitor, Pin1 inhibitor, USP1-UAF1 inh, HP1b binding inh, rTrxR1 inhibitor, PGK inhibitor, PI4K2A block, TrxR1 substrate, GLS inh
- O=C(NCCN1CCN(c2ccccc2)CC1)Nc1ccc(Cl)cc1
    4%, 3%, -16%, 10%, 5%[57.1 µM], -3%, -1, 9%[57.1 µM], -27%
- Cc1ccccc1C1NC(=O)c2ccccc2O1 (stereo unspecified)
    4%, 1%, -4%, 31%, 13%[2.29 µM], 2%, 2, -3%, 0%
- NS(=O)(=O)c1cc2c(cc1Cl)NC(CSCc1ccccc1)=NS2(=O)=O
    1%, 4%, -21%, 15%, -2%, i, -6&0, -3%, 34%[activator]
- Cc1ccc(C)c(NC(=S)Nc2cccnc2)c1
    -6%, -2%, -20%, 16%, ?, -6%, 2, 0%, -14%
- COCCN(C(=O)CSc1nnc(-c2ccc(Cl)cc2)o1)c1c(N)n(CC(C)C)c(=O)[nH]c1=O
    6%, -7%, -16%, 33%, 9%, -9%, 5, 3%, -10%
- OC(CCCN1CCCCC1)(c1ccccc1)c1ccc(C(F)(F)F)cc1 (stereo unspecified)
    0%, 2%, -8%, 8%, 4%, 3%, 3, -4%, -4%
- CC(Oc1ccccc1F)C(=O)NNC(=O)Cc1ccc(S(=O)(=O)N2CCOCC2)s1 (stereo unspecified)
    -10%, 17%, -19%, 37%, 9%, -1%, 6, 1%, 5%
- O=C(COC(=O)Cc1ccc(Br)cc1)Nc1c(F)c(F)c(F)c(F)c1F
    4%, 2%, -17%, 28%, 9%[57.1 µM], 4%, 6, -11%[57.1 µM], 4%
- O=C(NCc1cccs1)C1CCN(C(=O)N2CCOc3ccccc32)CC1
    14%, -4%, -2%, 31%, 12%, 8%, -4, 11%[11.4 µM], -7%
- Cc1cc(N=NC(=O)c2ccccc2O)c2ccccc2c1O
    25%, -2%, -20%, -22%, -12%, -12%, -6, -14%, 30%
- CCOc1ccccc1/C=N/n1c(COc2ccccc2)n[nH]c1=S
    3%, ?, -27%, -4%, -29%, 2%, 0, -9%, ?
- CCCn1cc(C(=O)OCC)c(=O)c2cc(F)c(F)cc21
    9%, -11%, -9%, 42%, ?, -4%, -1, -3%[57.1 µM], 0%
- C=C1/C=C(\C)C(C)(O)CC(O)CC(=O)C(O)C(O)C(C)CC(C)OC(=O)/C(C)=C/CC/C=C/C(OC)C(O)CC(C)C1 (stereo unspecified)
    1%, -2%, -22%, 27%, -9%, 2%, -2, 4%, -2%
- O=C(NC1CCCc2c1cnn2-c1ccc(F)cc1F)c1ccccc1N1CCOCC1 (stereo unspecified)
    4%, 14%, -1%, 9%, -18%, -4%, 2, -9%, 8%
- COc1ccc2c(c1)CCc1c(C(=O)Nc3ccc(F)c(Cl)c3)noc1-2
    -12%, -6%, -1%, 27%, 25%, -1%, -5, 2%, 0%
- O=C(Nc1ccccn1)c1ccc(COc2ccccc2Cl)o1
    12%, 1%, -11%, 15%, -14%, -5%, 2, -14%, -8%
- COc1ccc(-c2nc3ccccn3c2Cl)cc1
    8%, 2%, -13%, 30%, 1%, ?, -52*, 23%, -2%
- CC1(c2ccc(OC(F)F)cc2)NC(=O)N(CC(=O)Nc2ccc(OC(F)F)cc2)C1=O (stereo unspecified)
    3%, 1%, -16%, 20%, 24%[0.0914 µM], -3%, 0, -8%, -3%
- CCOC(=O)Cn1c(=O)n(C2CCCCC2)c2nc(-c3cccc(OC)c3)nc(C(N)=O)c21
    7%, 1%, -17%, 31%[57 µM], 21%[57.1 µM], -3%, 0, 8%[57.1 µM], -9%
- Cc1ccc2oc(=O)c3cnn(CC(=O)Nc4cc(-c5cccc(F)c5)no4)c3c2c1
    0%, 7%, -14%, 45%[activator], 10%[57.1 µM], 2%, -4, 9%[57.1 µM], -2%
- COc1cc(O)c(C(CC(=O)N2CCCC(C)C2)c2ccc(N(C)C)cc2)c(OC)c1 (stereo unspecified)
    26%, -10%, -20%, ?, -1%, -8%, 3, -6%, 36%[activator]
- O=C(CSc1ncnc2c1cnn2-c1ccccc1)NCC1CCCO1 (stereo unspecified)
    1%, 0%, -10%, 33%, 7%, -6%, -3, -7%, 0%
- C1=C(c2ccc(-c3ccccc3)cc2)Nc2ncnn2C1c1ccco1 (stereo unspecified)
    3%, ?, 14µM*, 24%, ?, -4%, 3, 27%[57.1 µM], 0%
- C/C(=N\NC(=O)Cc1ccc(Cl)cc1)c1ccccc1O
    3%, 0%, -23%, 56%[activator], 0%, -4%, 5, -7%, -11%
- CCCc1cc(=O)n2[nH]c(C(F)(F)F)nc2n1
    32%[activator], -13%, -17%, 32%, 3%[57.1 µM], 5%, -1, -3%[57.1 µM], 6%
- Cc1oc2c(C)c(O)ccc2c(=O)c1-c1cnn(-c2ccccc2)c1
    6%, 3%, -15%, 33%[activator], -10%, i, 3, -9%, -6%
- O=C(NCCCc1ccccc1)C1CCC(=O)N(Cc2ccc(Cl)cc2)C1 (stereo unspecified)
    7%, -1%, -20%, 41%[activator], 10%, -4%, -5, 2%, -10%
- CCCc1c(C(=O)NNc2cccc(Cl)c2)cnn1-c1ccccc1
    4%, 1%, -8%, 9%, 9%, -2%, -4, -4%, 17%
- Nc1ncnc(NCc2ccccc2)c1[N+](=O)[O-]
    1%, 2%, -8%, 34%, 2%, 0%, 4, -3%, -2%
- Cc1nnc(SCc2ccc(Cl)cc2)nc1/C=C/N(C)C
    -3%, 4%, -25%, 54%[activator], 9%, -2%, -2, 2%, -1%

# Part of the list above, limited to PGK inhibitor and USP1-UAF1 inh.
mol | PGK inhibitor | USP1-UAF1 inh
Cc1ccccc1C1NC(=O)c2ccccc2O1 (stereo unspecified) | 2% | -4%
O=C(NC1CCCc2c1cnn2-c1ccc(F)cc1F)c1ccccc1N1CCOCC1 (stereo unspecified) | -4% | -1%
COc1cc(O)c(C(CC(=O)N2CCCC(C)C2)c2ccc(N(C)C)cc2)c(OC)c1 (stereo unspecified) | -8% | -20%
CCOC(=O)Cn1c(=O)n(C2CCCCC2)c2nc(-c3cccc(OC)c3)nc(C(N)=O)c21 | -3% | -17%

# The listing picks up with the 2 entries that preceded the break.
# Values run as follows: mIDH1 inhibitor, Pin1 inhibitor, USP1-UAF1 inh, HP1b binding inh, rTrxR1 inhibitor, PGK inhibitor, PI4K2A block, TrxR1 substrate, GLS inh
- Nc1ncnc(NCc2ccccc2)c1[N+](=O)[O-]
    1%, 2%, -8%, 34%, 2%, 0%, 4, -3%, -2%
- Cc1nnc(SCc2ccc(Cl)cc2)nc1/C=C/N(C)C
    -3%, 4%, -25%, 54%[activator], 9%, -2%, -2, 2%, -1%
- COc1ccc(NC(=O)CN2CCN(CC(=O)Nc3ccc(F)cc3)CC2)c(OC)c1
    -7%, -2%, -14%, 25%, 21%, 0%, 2, 6%, 12%
- Cc1ccc(S(=O)(=O)N2CCOCC2)cc1NC(=O)Cn1c(=O)ccn(Cc2ccccc2)c1=O
    2%, -1%, -15%, 14%, 6%, i, -5, 0%, 3%
- O=c1cc(-c2ccco2)oc2c1ccc1ccccc12
    4%, ?, -5%, 14%, 22%[11.4 µM], -3%, -5, 11%[11.4 µM], 15%
- Cc1cccc(N(C(=O)Cn2nnc3ccccc32)C(C(=O)NC(C)(C)C)c2ccsc2)c1C (stereo unspecified)
    -9%, 0%, 3%, 12%, 11%, ·, -3, -3%[57.1 µM], 1%
- CC(O)CNc1nc2ccccc2n1CC(=O)N1CCN(Cc2ccccc2)CC1 (stereo unspecified)
    2%, 0%, -19%, 14%, 11%[57.1 µM], -2%, 1, 4%[57.1 µM], 19%
- Cc1ccc(NC(=O)C2CCN(S(=O)(=O)c3ccc4c(c3)C(C)(C)C(=O)N4C)CC2)c(C)c1
    5%, 1%, -15%, 13%, 22%, -6%, 2, -1%, 4%
- O=C(CCC1N=C2c3ccccc3N=C(SCc3cccc(Cl)c3)N2C1=O)N1CCN(c2ccccc2)CC1 (stereo unspecified)
    -9%, 29%, -24%, 15%, 9%, -3%, 2, -2%, 14%
- CN1C(=O)NC(NC(=O)c2ccco2)(C(F)(F)F)C1=O (stereo unspecified)
    5%, -4%, -21%, 18%, -1%, -4%, 4, -2%, -8%
- O=C(Nc1ccc(N2CCOCC2)cc1N1CCOCC1)c1ccc(Cl)cc1
    8%, -5%, -4%, 29%, -18%, 0%, 5, -11%, -7%
- Cc1cc(S(=O)(=O)N2CCN(C(=O)CCC(=O)N3CCOCC3)CC2)ccc1Br
    0%, -3%, -6%, 58%[activator], -2%, -5%, -4, -8%, 10%
- O=C(NCc1cccnc1)C1CC(=O)N(c2ccc(Cl)cc2)C1 (stereo unspecified)
    6%, -1%, -12%, -8%, 15%, i, 3, 5%, -5%
- CC(NC(=O)Cc1ccc(Br)cc1)c1ccccc1 (stereo unspecified)
    12%, -4%, -18%, 15%, 15%, -2%, 2, 1%, 7%
- Cc1ccc(-n2c(=O)[nH]c3c(oc4ccccc43)c2=O)cc1
    -4%, 1%, -16%, 31%, -12%, -4%, 5, 50%[activator], 1%
